Compound activity: PubChem BioAssay, National Center for Advancing Translational Sciences (NCATS)
D1 ag = activates the human D1 dopamine receptor. AID 504660. 360,000 tested, 1% active. HEK293 T-REx D1 cells, calcium flux, agonist mode. activation, % at 2 µM. P21728; also: 0% is about no effect
Target sequence (P21728 whole entry, looked up): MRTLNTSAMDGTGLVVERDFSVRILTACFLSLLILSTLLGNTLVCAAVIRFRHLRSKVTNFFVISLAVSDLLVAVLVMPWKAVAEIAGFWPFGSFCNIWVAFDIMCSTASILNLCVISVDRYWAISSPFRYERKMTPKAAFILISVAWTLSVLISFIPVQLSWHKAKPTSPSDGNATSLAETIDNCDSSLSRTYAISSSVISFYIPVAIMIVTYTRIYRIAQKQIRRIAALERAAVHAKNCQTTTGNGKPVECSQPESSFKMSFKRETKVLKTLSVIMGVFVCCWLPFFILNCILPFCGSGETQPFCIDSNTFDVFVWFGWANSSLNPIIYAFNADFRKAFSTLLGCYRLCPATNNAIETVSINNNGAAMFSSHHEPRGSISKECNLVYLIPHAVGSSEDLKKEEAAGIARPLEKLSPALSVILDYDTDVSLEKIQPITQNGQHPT
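Agonism was scored from calcium flux recorded over 180 s (1 read/s) after pintool compound addition, following a 10-cycle baseline. Cells were inducible force-coupled HEK293 TREx D1, plated overnight at 30 C and loaded with no-wash calcium dye.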
TRHR agonist = TRH receptor (human) agonism; activation, % at 2 µM; AID 493084; P34981; 360,000 tested, 0.18% active; TRHR cells, calcium flux fluo-8, FDSS agonist mode; also: 0% is about no effect
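Steps: seed TRHR cells overnight; add fluo-8 no-wash Ca dye, RT 30 min–1.5 h; record 10 s baseline; pin-transfer compounds; monitor fluorescence 1 cycle/s for the agonist window. Calcium increases flag candidate agonists.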
TRHR enhancer = allosterically enhances the human TRH receptor; P34981; TRHR cells, fluo-8 calcium fluorescence, EC20 TRH enhancement; enhancement, % at 2 µM; 360,000 tested, 0.66% active; in the data active = enhancement above about 30%; also: 0% is about no effect
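Enhancer read-out: after compound pinning and an initial kinetic agonist-mode read, an EC20 of TRH (10 nM final) was injected and fluo-8 calcium signal (Ex 480/Em 530) followed at 1 s/cycle for 100 cycles in TRHR-expressing cells.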
D2 PAM = positively modulates the human D2 dopamine receptor allosterically. 340,000 tested, 0.34% active. HEK293 T-REx D2, calcium flux, EC20 dopamine potentiation. P14416. potentiation, % at 10 µM. AID 485347;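 active = potentiation over 3 SD above the plate norm, cut at about 30% in these data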; also: 0% is about no effect
Target sequence (P14416 whole entry, looked up): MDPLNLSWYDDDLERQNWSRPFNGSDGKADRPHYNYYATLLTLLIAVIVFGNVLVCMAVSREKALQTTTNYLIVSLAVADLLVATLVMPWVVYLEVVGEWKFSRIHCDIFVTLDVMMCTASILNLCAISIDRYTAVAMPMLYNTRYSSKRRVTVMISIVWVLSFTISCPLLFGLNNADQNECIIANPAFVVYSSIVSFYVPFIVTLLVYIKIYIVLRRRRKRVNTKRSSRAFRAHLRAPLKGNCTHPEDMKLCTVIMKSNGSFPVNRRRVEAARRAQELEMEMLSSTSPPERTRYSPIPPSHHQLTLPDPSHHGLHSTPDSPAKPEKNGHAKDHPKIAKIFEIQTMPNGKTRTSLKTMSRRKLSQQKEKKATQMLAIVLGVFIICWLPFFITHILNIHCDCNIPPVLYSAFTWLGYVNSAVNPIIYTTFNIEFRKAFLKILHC
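Calcium flux readout, no-wash dye, 1 read/s. Inducible HEK293 Trex D2 line, overnight 30 C. Compound alone 180 s (agonist flags), then EC20 dopamine, another 180 s to score potentiation.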
D1 antagonist = human D1 dopamine receptor antagonism; HEK293 TREx D1 cells, calcium flux, dopamine EC80; stronger effect = lower value; activity change, negative = inhibition, % at 10 µM; P21728; 360,000 tested, 3.2% active; in the data active = activity change below about -30%; also: % is scaled to controls: 0 for no effect and ±100 for the full control effect
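Antagonism measured as reduced calcium response to an EC80 dopamine addition following 180 s compound pre-read; cells were inducible HEK293 Trex D1 plated overnight at 30 C, read kinetically at 1 cycle/sec.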
D1 PAM = human D1 dopamine receptor positive modulation. 360,000 tested, 0.036% active. HEK293 TREx D1 cells, calcium flux, dopamine EC20 potentiation. P21728. potentiation, % at 10 µM; in the data active = potentiation above about 30%; also: 0% is about no effect
RXFP1 antagonist = RXFP1 (human) relaxin receptor antagonism | Q9HBX9 | AID 1259400 | HEK293-RXFP1, relaxin-stimulated cAMP HTRF, 30 min; stronger effect = lower value | activity change, negative = inhibition, % at 57.5 µM | 350,000 tested, 0.59% active;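 active = activity change of -60% or lower, but not beyond a set lower limit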; also: % is scaled to controls: 0 for no effect and ±100 for the full control effect
D2 antagonist = antagonists of human D2 dopamine receptor; P14416; HEK293 TREx D2 cells, calcium flux, dopamine EC80; inhibition, % at 10 µM; 340,000 tested, 2% active; AID 485344; in the data active = inhibition above about 30%; also: 0% is about no effect
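Dopamine at EC80 is the agonist stimulus; test compounds precede it by 180 s. Calcium flux read kinetically in a force-coupled, inducible HEK293 T-REx D2 cell line.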
D2 agonist = agonists of human D2 dopamine receptor. P14416. HEK293 T-REx D2 cells, calcium flux agonist mode. activation, % at 2 µM. 340,000 tested, 0.53% active. AID 485358;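 active = activation over 3 SD above normal in the single-dose calcium agonist read, cut at about 30% in these data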; also: 0% is about no effect
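Calcium-flux readout, 1 cycle/sec over 180 s following compound pin transfer, in inducible HEK293 Trex D2 cells (force-coupled); dopamine controls included. Positive calcium responses during this window marked compounds as potential agonists.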
Active calls of the source: *; . = no result given. Rule as the data show it, unless noted: active = activation above about 30%; inactive = the rest.

Order of results: D1 ag | TRHR agonist | TRHR enhancer | D2 PAM | D1 antagonist | D1 PAM | RXFP1 antagonist | D2 antagonist | D2 agonist
COC(=O)c1sccc1S(=O)(=O)N(CC(=O)NCc1ccc(C)cc1)c1ccc(Cl)cc1
    1 | 0.7 | -1 | -10 | -11 | -1 | -2 | . | .
O=C(NC1(C(F)(F)F)NC(=O)N(C2CCCC2)C1=O)C1CC1 (configuration not stated)
    0 | 0.6 | -2 | -13 | 3 | 0 | 10 | 7 | -0.3
O=C(COc1ccccc1Cl)NCCc1ccc2c(c1)OCCO2
    6 | -0.6 | -3 | 9 | -15 | -10 | 4 | -7 | -0.5
CC(CCc1ccccc1)NC(=O)c1ccncc1 (configuration not stated)
    9 | 0.0 | 2 | 8 | -19 | 2 | -10 | -39 | 0.3
Cc1cccc(C)c1NC(=O)CN(C)S(=O)(=O)c1ccc2c(c1)n(C)c(=O)c(=O)n2C
    1 | 0.2 | -8 | 3 | 24 | -2 | -8 | . | -0.7
Cc1cc(NCc2ccc(F)cc2)nc2cc(Cl)ccc12
    6 | 0.0 | 3 | -12 | 27 | 0 | -5 | 20 | -0.1
O=C(Nc1ccc(F)c(Cl)c1)c1cc(S(=O)(=O)NCc2ccc3c(c2)OCO3)ccc1F
    0 | 0.6 | 14 | -8 | -8 | -1 | -20 | . | 0.2
CCn1c(=O)cc(OCC(=O)Nc2cccc(C)n2)c2ccccc21
    0 | -0.7 | 0 | 8 | 12 | 0 | 3 | 5 | 1.1
CCC(C)NC(=O)c1ccccc1NS(=O)(=O)c1ccc(OC)c(OC)c1 (configuration not stated)
    2 | 0.0 | 1 | 7 | -3 | -1 | -5 | -8 | 0.7
S=C(NCc1ccco1)Nc1ccccn1
    0 | 0.4 | 3 | -2 | . | -6 | 0 | 9 | 4.3
CN(c1ccc(OCC(=O)Nc2nc3ccccc3s2)cc1)S(=O)(=O)c1ccccc1
    5 | 0.6 | -9 | -8 | -5 | 2 | 4 | -3 | 0.0
CC1CCN(C(=O)CN(Cc2ccccc2)S(C)(=O)=O)CC1
    1 | 0.3 | 1 | 2 | 16 | 8 | 4 | 12 | 1.0
COc1ccc(N2CCN(C(c3ccco3)c3sc4nc(C)nn4c3O)CC2)cc1 (configuration not stated)
    6 | -0.7 | 1 | 9 | -6 | 8 | -1 | -1 | -0.7
CCOc1cc(C(=O)NC)cc(Br)c1OC
    2 | -0.7 | 25 | -8 | -20 | -7 | 7 | -4 | 0.6
CCC(Sc1ncc(S(=O)(=O)c2ccc(Cl)cc2)c(=O)[nH]1)C(=O)Nc1ccc(OC)cc1 (configuration not stated)
    -1 | -0.5 | -4 | -7 | 9 | -1 | . | . | -0.2
Oc1ccc2c(c1)C1CCCC1(N1CCOCC1)O2 (configuration not stated)
    2 | 1.3 | -3 | 3 | 0 | -4 | 4 | 2 | 0.3
CC(=O)c1ccc(NC(=O)Cn2c(-n3nc(C)cc3C)nc(C)cc2=O)cc1
    -3 | -0.2 | -10 | -5 | . | -2 | -11 | . | 0.6
CCCCCCn1cnc2c(c1=O)c1nc3ccccc3nc1n2/N=C/c1ccco1
    0 | -0.9 | 4 | 13 | -20 | 0 | -12 | -11 | -0.2
COc1ccc(-n2c(SCc3nc(-c4ccc(C)cc4)no3)nnc2-c2ccccc2)cc1
    4 | 0.8 | 6 | 8 | 4 | 0 | . | . | -0.3
O=C(CN(CCc1ccccc1)C(=O)c1csnn1)NC1CCCC1
    1 | -0.8 | 2 | -1 | -11 | -7 | 0 | 6 | 0.2

Just TRHR agonist, for some of the entries so far:
molecule	TRHR agonist
CCC(Sc1ncc(S(=O)(=O)c2ccc(Cl)cc2)c(=O)[nH]1)C(=O)Nc1ccc(OC)cc1 (configuration not stated)	-0.5
Oc1ccc2c(c1)C1CCCC1(N1CCOCC1)O2 (configuration not stated)	1.3

(cont.)
Order of results: D1 ag | TRHR agonist | TRHR enhancer | D2 PAM | D1 antagonist | D1 PAM | RXFP1 antagonist | D2 antagonist | D2 agonist
O=C(Cc1cccs1)Nc1cc(SCCO)cc([N+](=O)[O-])c1
    5 | -0.3 | 6 | -1 | 1 | -2 | 1 | 30 | -2.6
COCCCNC(=O)C1CCN(c2cc(C)nc3c(-c4ccc(Cl)cc4)c(C)nn23)CC1
    1 | 0.4 | 8 | 3 | -28 | -3 | . | . | 0.7
COc1ccccc1N1CCN(CCCCOc2ccc(F)cc2)CC1
    13 | -1.1 | 5 | -1 | -1 | -8 | -17 | 1 | 0.9
O=C(Cn1nnc2ccccc21)OCC(=O)c1ccc(Cl)c(Cl)c1
    2 | 0.2 | -2 | 6 | -6 | -3 | -2 | -2 | -0.2
COc1cccc(NC(=S)N2CCN(c3ccccn3)CC2)c1
    21 | 23 | -3 | -9 | -8 | 0 | -7 | -8 | 32*
CCn1c(SCC(=O)Nc2oc(-c3ccccc3)c(-c3ccccc3)c2C#N)nnc1-c1ccncc1
    0 | -0.7 | -2 | -4 | . | -3 | 4 | -9 | 0.4
COc1ccc(S(=O)(=O)NC2CC2)cc1C(=O)N1CCOCC1
    3 | 0.2 | 4 | 2 | -3 | 7 | 4 | -9 | 0.5
O=C(NC(=S)NC1CCCCC1)c1ccccc1
    19 | 3.0 | 17 | 14 | -10 | -5 | -24 | -15 | 0.2
CCn1c(=O)cc(OCC(=O)Nc2ccc(OC)c(OC)c2)c2ccccc21
    1 | 5.7 | -4 | 6 | 6 | -2 | -3 | 1 | 1.9
CC(=O)NS(=O)(=O)c1ccc(NC(=O)c2cc3c(=O)n4ccccc4nc3s2)cc1
    1 | 0.0 | 1 | 0 | 7 | -4 | -16 | 10 | 0.8

4 consecutive compounds from above, quoted:
Order of results: D1 ag | TRHR agonist | TRHR enhancer | D2 PAM | D1 antagonist | D1 PAM | RXFP1 antagonist | D2 antagonist | D2 agonist
CCn1c(SCC(=O)Nc2oc(-c3ccccc3)c(-c3ccccc3)c2C#N)nnc1-c1ccncc1
    0 | -0.7 | -2 | -4 | . | -3 | 4 | -9 | 0.4
COc1ccc(S(=O)(=O)NC2CC2)cc1C(=O)N1CCOCC1
    3 | 0.2 | 4 | 2 | -3 | 7 | 4 | -9 | 0.5
O=C(NC(=S)NC1CCCCC1)c1ccccc1
    19 | 3.0 | 17 | 14 | -10 | -5 | -24 | -15 | 0.2
CCn1c(=O)cc(OCC(=O)Nc2ccc(OC)c(OC)c2)c2ccccc21
    1 | 5.7 | -4 | 6 | 6 | -2 | -3 | 1 | 1.9

(cont.)
Order of results: D1 ag | TRHR agonist | TRHR enhancer | D2 PAM | D1 antagonist | D1 PAM | RXFP1 antagonist | D2 antagonist | D2 agonist
CC(CCc1ccccc1)NCc1cccc2ccccc12 (configuration not stated)
    17 | 1.6 | 0 | -27 | -8 | -2 | -25 | 32* | 57*
CCn1c(=O)cc(SCC(=O)NCc2ccc(C)o2)c2ccccc21
    0 | -1.7 | -4 | -3 | -3 | -2 | -1 | 9 | 0.9
Cc1cc2nn(-c3ccccc3)nc2cc1NC(=O)c1cccc2c(Cl)cccc12
    0 | 1.4 | -3 | -5 | 9 | 5 | -9 | . | 0.2
COc1ccc(N2C(=O)CSC23C(=O)N(CC(=O)NCc2ccccc2)c2ccccc23)cc1 (configuration not stated)
    1 | -0.5 | -2 | 4 | -7 | -8 | . | . | 0.6
COc1cc(NC(=O)CSc2nc3ccccc3n2-c2ccccc2)c(C)cc1[N+](=O)[O-]
    8 | 0.2 | -1 | -1 | 1 | -3 | -14 | 5 | -0.3
COc1ccc(/C=N/NS(=O)(=O)c2ccc(F)cc2)cc1COc1cc(F)ccc1[N+](=O)[O-]
    3 | 0.4 | -4 | -5 | -12 | -5 | -3 | 1 | -4.1
Cc1cc(C)c(NC(=O)CN2C(=O)NC3(CCCCC3)C2=O)c(C)c1
    2 | 0.0 | 3 | -1 | 1 | -2 | -20 | 13 | 0.4
C=CCOc1ccc(C2/C(=C(\O)c3ccc(F)cc3)C(=O)C(=O)N2CCCN(C)C)cc1 (configuration not stated)
    1 | 0.8 | 1 | 12 | -9 | 0 | 3 | 6 | -0.2
CC(C)Cc1nnc(NC(=O)CSc2nc(O)c(Cc3ccccc3)c(=O)[nH]2)s1
    -1 | 1.6 | 0 | -7 | -25 | -4 | 0 | -10 | -0.5
O=C(c1ccccc1F)N1CCCc2ccccc21
    0 | -0.1 | 1 | 39* | 5 | -1 | 2 | -10 | 0.5
CCN1CCN(S(=O)(=O)c2ccc(OC)cc2)CC1
    5 | 0.3 | -3 | 7 | -21 | -6 | 5 | 3 | 0.9
Cc1cc(C)c2[nH]c(=O)c(CN(Cc3ccccc3)C(=S)NCCCN(C)C)cc2c1
    4 | -0.1 | -1 | -8 | 11 | -4 | 1 | 6 | -1.5
CN(C)C(=O)c1cnc(Sc2ncc(C(F)(F)F)cc2Cl)n1C
    1 | -0.4 | -12 | 23 | -5 | -1 | -11 | 3 | -0.1
Cc1nc(=O)c(-c2ccccc2)c(C)n1-c1ccc(O)cc1
    1 | 0.0 | 4 | 4 | 3 | 3 | 3 | 7 | -0.5
COc1ccc(C2CC(=O)C3=C(C2)Nc2ncnn2C3c2ccccc2)cc1 (configuration not stated)
    0 | -0.2 | 25 | 17 | -5 | 2 | -9 | -14 | -2.1
CCC(=O)NC(c1ccc(OC)cc1)c1cc(Cl)c2cccnc2c1O (configuration not stated)
    0 | -0.1 | 2 | 18 | 2 | -1 | -10 | -3 | -0.2
O=C(NC1CCCCC1)C(c1ccccc1)N(C(=O)c1csnn1)C1CCCC1 (configuration not stated)
    4 | 0.6 | -14 | -4 | 4 | -3 | -7 | 18 | -1.3
Cc1ccc(S(=O)(=O)NCC(=O)OCC(=O)N(Cc2ccccc2)C(C)(C)C)cc1
    0 | -0.6 | -9 | 4 | 12 | -8 | -6 | 10 | -0.8
O=C(NCc1cccnc1)C(=O)Nc1nc(C23CC4CC(CC(C4)C2)C3)cs1
    4 | 0.3 | -2 | -7 | 1 | 4 | -16 | 1 | -0.4
